Assay outcomes: PubChem, National Center for Advancing Translational Sciences (NCATS)
Pin1 inhibitor: qHTS Assay to Find Inhibitors of Pin1. Potency, µM (top dose mostly 115 µM), without a hit: at the highest dose activity, negative = inhibition, hits mostly inhibitors. 390,000 compounds, 0.009% hits. Pin1 FP peptide displacement, HiFluor488, 10 min; active = well fitted inhibition curve with a large enough effect in the polarisation, with a control signal flat, not every such curve was filed as active; inconclusive = small, poorly fitted or top-dose-only effect, or effect the other way, or a change in a side signal; inactive = no such curve, though single readings can be large or run the other way; the % refers to the polarisation; also: potency is read from the fitted curve at half-maximal effect; % is scaled to controls: 0 for no effect and ±100 for the full control effect
Target sequence (Q13526 whole entry, looked up): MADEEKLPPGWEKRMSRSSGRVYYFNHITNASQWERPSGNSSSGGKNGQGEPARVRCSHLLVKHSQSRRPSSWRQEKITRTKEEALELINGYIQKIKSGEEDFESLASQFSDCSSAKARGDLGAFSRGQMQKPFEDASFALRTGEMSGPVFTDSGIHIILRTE
TRHR agonist: qHTS for Small Molecule Agonists and Allosteric Enhancers of Human TRH Receptor: Primary Screen for Agonists | Thyrotropin-releasing hormone receptor (Homo sapiens), P34981 | 360,000 compounds, 0.18% hits | activation, % at 2 µM | TRHR cells, calcium flux fluo-8, FDSS agonist mode; in the data active = activation above about 30%; also: 0% is about no effect
Target sequence (P34981 whole entry, looked up): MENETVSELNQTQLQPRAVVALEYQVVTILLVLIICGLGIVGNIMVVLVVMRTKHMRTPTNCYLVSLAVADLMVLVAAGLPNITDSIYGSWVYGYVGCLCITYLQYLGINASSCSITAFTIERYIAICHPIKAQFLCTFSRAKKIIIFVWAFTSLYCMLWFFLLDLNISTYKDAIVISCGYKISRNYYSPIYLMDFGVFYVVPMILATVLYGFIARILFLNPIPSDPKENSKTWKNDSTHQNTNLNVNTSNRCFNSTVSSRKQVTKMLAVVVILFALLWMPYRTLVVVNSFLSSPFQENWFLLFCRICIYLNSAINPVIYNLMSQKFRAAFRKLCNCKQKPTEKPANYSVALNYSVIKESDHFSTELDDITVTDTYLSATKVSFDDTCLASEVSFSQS
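Steps: seed TRHR cells overnight; add fluo-8 no-wash Ca dye, RT 30 min–1.5 h; record 10 s baseline; pin-transfer compounds; monitor fluorescence 1 cycle/s for the agonist window. Calcium increases flag candidate agonists.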
D2 agonist: HTS Assay for Allosteric Agonists of the Human D2 Dopamine Receptor: Primary Screen for Agonists; D(2) dopamine receptor (Homo sapiens), P14416; HEK293 T-REx D2 cells, calcium flux agonist mode; activation, % at 2 µM; 340,000 compounds, 0.53% hits; AID 485358, 2010;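 active = activation over 3 SD above normal in the single-dose calcium agonist read, cut at about 30% in these data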; also: 0% is about no effect
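Tetracycline-induced HEK293 Trex cells with D2 receptor force-coupled to calcium signaling, plated overnight at 30 C and loaded with no-wash calcium dye. Calcium flux read kinetically for 180 s after compound addition; responses flag agonists.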
rTrxR1 inhibitor: qHTS Assay for Inhibitors of Mammalian Selenoprotein Thioredoxin Reductase 1 (TrxR1): qHTS; Thioredoxin reductase 1, cytoplasmic (Rattus norvegicus), O89049; AID 588453, 2011; Potency, µM (series often up to 114 µM), inactives show at the top dose activity change, negative = inhibition, most hits filed as inhibitors; recombinant rTrxR1, NADPH fluorescence consumption, selenite substrate; 390,000 compounds, 1% hits; also: potency is read from the fitted curve at half-maximal effect; % is scaled to controls: 0 for no effect and ±100 for the full control effect; nearly all actives have a fitted effect of over 65% in size
Target sequence (O89049 whole entry, looked up): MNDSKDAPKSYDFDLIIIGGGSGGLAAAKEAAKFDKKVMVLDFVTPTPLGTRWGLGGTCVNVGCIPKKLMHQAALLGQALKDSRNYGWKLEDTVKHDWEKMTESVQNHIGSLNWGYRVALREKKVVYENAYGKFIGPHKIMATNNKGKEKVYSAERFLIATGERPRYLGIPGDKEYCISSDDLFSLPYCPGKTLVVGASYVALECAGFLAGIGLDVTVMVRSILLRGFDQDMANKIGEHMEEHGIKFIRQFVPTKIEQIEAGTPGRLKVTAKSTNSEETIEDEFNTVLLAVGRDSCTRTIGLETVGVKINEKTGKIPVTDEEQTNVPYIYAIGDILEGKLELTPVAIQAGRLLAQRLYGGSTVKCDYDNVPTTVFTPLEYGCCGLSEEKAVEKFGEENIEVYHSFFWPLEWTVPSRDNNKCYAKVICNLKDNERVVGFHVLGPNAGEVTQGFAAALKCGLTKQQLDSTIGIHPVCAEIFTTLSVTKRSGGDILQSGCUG
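Rat TrxR1 (90 nM in the dispensed reagent) was pre-reduced with 400 uM NADPH for 5 min at room temperature, then incubated with compound for 15 min. After 400 uM selenite was added, NADPH fluorescence (Ex 340/Em 450 nm) was followed for 8 min.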
TrxR1 substrate: qHTS Assay for Substrates of Mammalian Selenoprotein Thioredoxin Reductase 1 (TrxR1): qHTS. Thioredoxin reductase 1, cytoplasmic (Rattus norvegicus), O89049. purified TrxR1 substrate turnover, NADPH consumption readout. Potency, µM (top dose mostly 114 µM), for inactives: at the top dose activity change, negative = substrate turnover. 390,000 compounds, 0.01% hits. AID 588456, 2011; also: potency is read from the fitted curve at half-maximal effect; % is scaled to controls: 0 for no effect and ±100 for the full control effect; nearly all actives have a fitted effect of over 50% in size
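Rat TrxR1, dispensed at 90 nM, was prereduced with 400 uM NADPH (final) for 5 min at ~22 deg C, then incubated with compound 15 min before 400 uM selenite. A first-read NADPH fluorescence drop versus no-compound background flagged substrates.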
TRHR enhancer: qHTS for Small Molecule Agonists and Allosteric Enhancers of Human TRH Receptor: Primary Screen for Enhancers; Thyrotropin-releasing hormone receptor (Homo sapiens), P34981; TRHR cells, fluo-8 calcium fluorescence, EC20 TRH enhancement; enhancement, % at 2 µM; 360,000 compounds, 0.66% hits; AID 493056, 2011; in the data active = enhancement above about 30%; also: 0% is about no effect
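TRHR-expressing cells loaded with fluo-8 calcium dye were read kinetically (ex 480/em 530) during compound addition, then stimulated with an EC20 of TRH (10 nM final). Enhancement of the Gq-mediated intracellular calcium response was scored.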
mIDH1 inhibitor: qHTS for Inhibitors of mutant isocitrate dehydrogenase 1 (IDH1): qHTS | Isocitrate dehydrogenase [NADP] cytoplasmic (Homo sapiens), O75874 | IDH1-R132H enzyme, NADPH consumption, diaphorase/resazurin fluorescence | Potency, µM (titrated, usually from 76.6 µM), for the others: at the top dose activity change, negative = inhibition, hits mostly inhibitors | 390,000 compounds, 0.093% hits; also: potency is read from the fitted curve at half-maximal effect; % is scaled to controls: 0 for no effect and ±100 for the full control effect; nearly all actives have a fitted effect of over 65% in size
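IDH1-R132H (0.5 ug/mL dispensed) in pH 7.5 Tris buffer was preincubated 30 min with compound, then given a substrate mix of 0.016 mM NADPH and 2 mM alpha-KG for 80 min at room temperature; remaining NADPH was read by diaphorase/resazurin fluorescence.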
D2 antagonist: HTS Assay for Allosteric Antagonists of the Human D2 Dopamine Receptor: Primary Screen for Antagonists; inhibition, % at 10 µM; 340,000 compounds, 2% hits; AID 485344, 2010; D(2) dopamine receptor (Homo sapiens), P14416; HEK293 TREx D2 cells, calcium flux, dopamine EC80; in the data active = inhibition above about 30%; also: 0% is about no effect
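Read-out: kinetic calcium fluorescence (1 cycle/s) in inducible HEK293 T-REx D2 cells after an EC80 dopamine addition that followed 180 s compound preincubation. Loss of the dopamine response indicates antagonism.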
USP1 inh: Inhibitors of USP1/UAF1: Primary Screen; Ubiquitin carboxyl-terminal hydrolase 1 (Homo sapiens), O94782; recombinant USP1/UAF1, Ub-Rhodamine cleavage fluorescence; Potency, µM (top dose mostly 57.1 µM), inactives show at the highest dose activity change, negative = inhibition, most hits filed as inhibitors; 390,000 compounds, 0.23% hits; AID 743255, 2014; also: potency is read from the fitted curve at half-maximal effect; % is scaled to controls: 0 for no effect and ±100 for the full control effect; nearly all actives have a fitted effect of over 60% in size; inactives centre near -12
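Step one: compound is pinned into 1nM USP1/UAF1 in HEPES pH 7.8 buffer with TCEP. Step two: 15 min room-temperature incubation. Step three: Ub-Rho (150nM final) starts cleavage, tracked by fluorescence over six one-minute reads.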
* hit, by the source's call; ? = inconclusive; . = not tested or not shown; & = joins results of further samples; [ ] = dose if it differs, or a comment. Unless noted, calls follow the shape of the dose curve; as a rule, active = well fitted inhibition curve with a large enough effect; inconclusive = small, poorly fitted or top-dose-only effect; inactive = no such curve, though single readings can be large or run the other way.

SMILES	Pin1 inhibitor	TRHR agonist	D2 agonist	rTrxR1 inhibitor	TrxR1 substrate	TRHR enhancer	mIDH1 inhibitor	D2 antagonist	USP1 inh
CC(=O)c1cc(C(=O)c2ccccc2)sc1Nc1ccccc1	26%	0.0	1.9	3%	4%	20	3%	-3	-21%
COC(=O)c1ccccc1NC(=O)CNC(=O)c1ccc(OC)cc1	-19%	0.0	0.1	20%	8%	6	0%	1	-12%
O=C(NN=Cc1ccc(F)cc1)C1CC1	-1%	.	.	12%	9%	.	11%	.	-5%
Cc1oc2c(c1C(=O)Nc1ccc(Cl)cc1F)C1=NCCN1C=N2	-2%	0.5	-0.4	39%[activator][57.1 µM]	11%[57.1 µM]	-10	14%	.	-15%
O=C(NCc1ccc2c(c1)OCO2)c1ccc2c(c1)S(=O)(=O)c1ccccc1C2=O	1%	.	.	19%[57.1 µM]	4%[57.1 µM]	.	-11%	.	1%
COc1ccc(NC(=O)c2cc(S(=O)(=O)N3CCCCCC3)cn2C)cc1Cl	12%	-0.2	.	18%[57.1 µM]	-1%[57.1 µM]	-2	0%	.	-29%
O=C1C[C@@H]2c3c(cccc3CN1Cc1ccccc1)C[C@@H](O)[C@H]2O	-15%	.	.	3%[57.1 µM]	6%&-5%	.	11%	.	-17%
O=C(CSc1n[nH]c(-c2ccc(S(=O)(=O)N3CCCCC3)cc2)n1)Nc1nccs1	48%[activator]	0.1	0.6	21%	17%	4	-5%	39*	-19%
Cc1nn(C(=O)c2c(F)cccc2F)c(C)c1S(=O)(=O)N1CCCCCC1	?	0.0	-0.4	8%[57.1 µM]	2%[57.1 µM]	1	0%	.	-24%
Cc1ccc2nc(NC(=O)C3CCCN(S(=O)(=O)c4cccnc4)C3)sc2c1 (stereo not drawn)	-1%	0.0	0.4	18%	-1%	1	-2%	-27	-7%
CCCCN(C)CCNC(=O)c1c(C)oc2ncnc(N3CCOCC3)c12	1%	0.8	-0.2	15%	5%	-5	-2%	.	-6%
O=C(COc1ccc([N+](=O)[O-])cc1)Nc1cc(C(=O)O)cc(C(=O)O)c1	-3%	0.0	0.5	16%[57.1 µM]	3%[57.1 µM]	-5	-3%	-20	-17%
Cn1c(N)c(C(=O)c2ccc(F)cc2F)c(=O)n(C)c1=O	-3%	0.4	1.3	-5%	-9%	2	4%	-5	-2%
NC(=NCCc1ccccc1)NS(=O)(=O)c1ccc(F)cc1	1%	-0.2	.	15%	8%	-7	7%	.	-5%
Cc1cc2ccccn2c1C(=O)Nc1ccccc1	-5%	0.9	.	26%	1%	-4	0%	.	-12%
COc1ccc2ccccc2c1CN1CCN(Cc2ccccc2)CC1	2%	0.6	0.2	17%	9%	18	0%	-42	-10%
COc1cccc(N=Nc2ccc3cccnc3c2O)c1	?	-1.3	-3.2	24%[57.1 µM]	1%[57.1 µM]	-1	-4%	2	-12%
CC1=N/C(=C/c2cc(Br)cc(Br)c2O)C(=O)O1	-2%	-1.9	-0.3	34%	4%	6	0%	-18	-9%
CCOc1ccccc1C(=O)NCC(=O)NCC(c1ccc(OC)cc1)N1CCOCC1 (stereo not drawn)	0%	0.2	1.1	14%	1%	1	4%	16	-7%
O[C@H]1c2ccccc2[C@H](Cc2cncs2)[C@@H]1Br	-3%	-0.4	0.7	5%	-5%[57.1 µM]	23	5%	15	-1%
CCOC(=O)C1=C(C)Nc2ccccc2S1	0%	-0.5	-0.4	30%	4%	7	5%	-6	-24%
Cc1cc(C(=O)N[C@@H](c2ccccc2)[C@]2(C)C[C@H]2[C@@H](C)C(=O)Nc2ccc3ccccc3c2)no1	15%	-0.7	-1.3	20%	-5%	0	2%	-13	-24%
O=C(Nc1nnc(C2CC2)s1)c1cc([N+](=O)[O-])ccc1N1CCCCC1	3%	-0.5	3.5	9%[57.1 µM]	-6%	2	-3%	5	-22%
O=C(NC(=S)Nc1ccc(N2CCOCC2)c(Cl)c1)c1sc2ccccc2c1Cl	-1%	0.2	0.0	-1%	4%	4	18%	2	-13%
O=C(Nc1nccs1)c1ccc(COc2c(F)c(F)cc(F)c2F)cc1	-1%	3.2	1.6	12%	-1%	-7	17%	11	-22%
Cc1n[nH]c(=S)n1-c1ccc(Cl)cc1	0%	0.4	0.6	-10%[57.1 µM]	7%[57.1 µM]	2	0%	-8	2%
O=C(CCNS(=O)(=O)c1ccc(Br)cc1)NCc1ccc(Cl)cc1	-6%	-1.2	-1.1	29%[57.1 µM]	7%[57.1 µM]	-3	-4%	-22	-20%
O=C(Nc1nnc(Cc2ccc(Cl)cc2)s1)C1CCCO1 (stereo not drawn)	-3%	0.1	0.1	-8%	-9%	6	-5%	-12	-14%
COC(=O)c1ccc2c(C(C)(C)O)c(C(C)(C)O)[nH]c2c1	.	-1.0	-0.7	.	.	-1	.	15	.
Cc1ccc(S(=O)(=O)n2nc(OC(=O)c3c(-c4ccccc4Cl)noc3C)cc2N)cc1	-5%	1.2	0.4	-22%	9%[57.1 µM]	2	16%	-15	-8%
COC(=O)CSc1nnc(-c2ccncc2)o1	2%	0.7	-0.1	12%	6%	9	8%	-4	-20%
COc1cc(O)c(C(CC(=O)N2CCCCC2)c2ccc(N(C)C)cc2)c(OC)c1 (stereo not drawn)	-2%&-3%	-0.5	-0.3	-31%&17%	-18%&14%	3	3%	16	?
COc1ccc(Cn2cc(CN3CCS(=O)(=O)N(Cc4ccc(-c5cccc(Cl)c5)cc4)C(C)C3=O)nn2)cc1 (stereo not drawn)	12%	.	.	14%	-4%	.	7%	.	-1%
O=C(/C=C/c1ccccc1[N+](=O)[O-])NNC(=O)c1ccncc1	5%	0.2	1.4	21%	-7%	1	-2%	0	1%
CC(NCc1ccc(F)cc1)C(=O)NC1CCCCC1 (stereo not drawn)	-4%	0.0	0.3	29%[57.1 µM]	16%	28	-4%	-5	-7%
COC(=O)c1cn(NC(=O)c2ccc(OC)c(OC)c2)c(=O)c2ccccc12	8%	-0.7	0.2	?	7%[11.4 µM]	1	1%	-6	-9%
COc1ccc(OC)c2sc(N3CCc4ccccc4C3)nc12	-3%	-0.8	0.3	21%[57.1 µM]	1%[57.1 µM]	3	2%	3	-22%
Cc1ccc(C(=O)N2CCN(c3ccccn3)CC2)cc1[N+](=O)[O-]	-3%	-1.1	0.0	6%[57.1 µM]	-3%[57.1 µM]	-5	4%	4	-13%
CN=Cc1cc(-c2ccccc2)sc1O	0%	-1.4	-1.8	1%	3%	7	-3%	-4	-4%
COc1cc(OC)cc(C(=O)Nc2ccc(S(=O)(=O)Nc3cc(C)nc(C)n3)cc2)c1	1%	0.3&0.6	-0.8&0.7	13%	4%	1&0	-6%	10	-31%
CC(=O)c1cc(Cl)ccc1OCC(=O)NC1CCCC1	-2%	-0.5	-0.2	6%[57.1 µM]	1%[57.1 µM]	-1	-1%	4	-9%
Cc1nc(NC(=O)/C=C/c2ccco2)sc1C	20%	-0.2	-0.4	?	-12%	3	6%	0	-3%
CN(CC(=O)N1CCN(Cc2ccccc2)CC1)C(=O)Cc1cccc2ccccc12	-4%	-0.2	37*	?	-8%	1	3%	-15	-19%
CC(=O)NC(CCS(C)(=O)=O)C(=O)Nc1cccc2ccccc12 (stereo not drawn)	3%	0.0	-0.3	6%[57.1 µM]	5%[57.1 µM]	2	4%	18	-24%
COc1ccc(C(=O)Oc2ccc(/C=N/O)cc2)cc1	-3%	0.3	-0.9	-7%	-10%	7	8%	-13	-25%
Cn1c(SCC(=O)OC2CCCCC2)nnc1-c1ccc(S(=O)(=O)N2CCCC2)cc1	-9%	-0.3	.	7%	9%[57.1 µM]	8	-4%	.	-11%
CCOC(=O)c1c(C)n(-c2ccc(C)cc2)c2c(C(C(C)=O)C(=O)O)c(Br)c(O)c(O)c12 (stereo not drawn)	-1%	-1.1	1.1	?	-15%	2	4%	13	-21%
COC(=O)c1ccccc1NC(=O)CCS(=O)(=O)c1cc2c(cc1C)NC(=O)CO2	5%	0.4	0.3	5%[57.1 µM]	-8%[57.1 µM]	0	0%	-18	-13%
CN(C)C(/C=C/Nc1ccc([N+](=O)[O-])cc1)=C(C#N)C#N	-1%	0.4	0.7	19%[11.4 µM]	10%[11.4 µM]	13	3%	-4	?
O=C(Nc1nccs1)c1cccc(S(=O)(=O)N2CCCCC2)c1	3%	-0.2	-0.2	3%	6%	0	3%	-28	-15%
Cc1ccc(S(=O)(=O)c2nc(S(C)(=O)=O)sc2N2CCN(C)CC2)cc1	-6%	0.1	0.3	-1%	-10%	0	-7%	-12	-24%
O=C(CCN=C1NS(=O)(=O)c2ccccc21)OCc1c(F)c(F)c(F)c(F)c1F	-5%	0.2	-0.2	4%	1%	-6	1%	8	-6%
CCCCN(c1ccccc1)c1ncnc2nc[nH]c12	-1%	-0.2	-2.4	8%	2%	2	8%	6	-27%

These rows are one share of the data (hit frequency here may not be typical).
